AHR activator = human AHR activation | P35869 | 320,000 compounds, 2.5% hits | activation, % at 5 µM | AHR-responsive luciferase reporter cells, luminescence; in the data active = activation above about 47%;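 also: 0% = vehicle wells and 100% = reference agonist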
Target sequence (P35869 whole entry, looked up): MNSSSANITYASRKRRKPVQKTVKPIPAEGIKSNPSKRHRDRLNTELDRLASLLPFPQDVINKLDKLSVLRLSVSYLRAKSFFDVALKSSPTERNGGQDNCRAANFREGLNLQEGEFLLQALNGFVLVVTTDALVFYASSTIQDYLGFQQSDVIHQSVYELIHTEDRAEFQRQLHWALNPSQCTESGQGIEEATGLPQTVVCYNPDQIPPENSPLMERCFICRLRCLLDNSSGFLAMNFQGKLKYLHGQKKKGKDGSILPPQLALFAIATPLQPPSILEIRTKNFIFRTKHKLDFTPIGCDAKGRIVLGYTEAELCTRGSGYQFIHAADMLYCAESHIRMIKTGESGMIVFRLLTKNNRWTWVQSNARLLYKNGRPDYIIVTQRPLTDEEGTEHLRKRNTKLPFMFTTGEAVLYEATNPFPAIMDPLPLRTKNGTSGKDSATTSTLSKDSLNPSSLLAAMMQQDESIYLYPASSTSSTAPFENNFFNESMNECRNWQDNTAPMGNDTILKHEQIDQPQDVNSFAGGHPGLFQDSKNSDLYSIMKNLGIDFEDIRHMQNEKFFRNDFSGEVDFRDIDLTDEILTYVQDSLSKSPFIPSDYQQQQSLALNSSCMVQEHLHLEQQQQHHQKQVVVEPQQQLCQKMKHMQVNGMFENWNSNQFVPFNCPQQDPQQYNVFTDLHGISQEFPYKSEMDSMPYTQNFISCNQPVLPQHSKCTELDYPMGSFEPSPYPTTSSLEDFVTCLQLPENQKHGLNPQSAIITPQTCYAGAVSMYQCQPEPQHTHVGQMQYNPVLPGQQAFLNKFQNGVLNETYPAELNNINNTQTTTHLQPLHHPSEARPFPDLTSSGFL
LAP4 TOR yeast = alters LAP4-GFP fluorescence in TOR pathway yeast screen; S. cerevisiae LAP4-GFP multiplex, flow cytometry GFP, 3 h; median GFP as percent of DMSO wells; GFP response vs DMSO, % at 10 µM; 320,000 compounds, 0.34% hits;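 active = GFP response vs DMSO above a set limit, about the screen mean plus 3 SD, cut at about 150% in these data; inconclusive = under 70 cell events counted for the yeast strain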
AGP1 TOR yeast = yeast TOR pathway AGP1-GFP modulation | S. cerevisiae AGP1-GFP multiplex flow cytometry, 3 h; GFP as percent of DMSO wells | AID 2066 | 320,000 compounds, 0.02% hits | GFP response vs DMSO, % at 10 µM;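 active = GFP response relative to DMSO above a set limit, near screen average plus 3 SD, cut at about 150% in these data; inconclusive = fewer than 70 cells counted for the yeast strain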;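 also: median GFP channel fluorescence of the gated AGP1 strain per well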
proCasp3 act = activators of human procaspase-3. P42574. recombinant procaspase-3 D3A, Ac-DEVD-pNA absorbance 405 nm. activation, % at 8.5 µM. 330,000 compounds, 0.11% hits. AID 463141;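 active = activation above the mean of all tested compounds plus 3 SD, cut at about 21% in these data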;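 also: 0% = DMSO alone and 100% = DMSO wells spiked with extra 5 µM PC-3 D3A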
Target sequence (P42574 whole entry D9A/D28A/D175A): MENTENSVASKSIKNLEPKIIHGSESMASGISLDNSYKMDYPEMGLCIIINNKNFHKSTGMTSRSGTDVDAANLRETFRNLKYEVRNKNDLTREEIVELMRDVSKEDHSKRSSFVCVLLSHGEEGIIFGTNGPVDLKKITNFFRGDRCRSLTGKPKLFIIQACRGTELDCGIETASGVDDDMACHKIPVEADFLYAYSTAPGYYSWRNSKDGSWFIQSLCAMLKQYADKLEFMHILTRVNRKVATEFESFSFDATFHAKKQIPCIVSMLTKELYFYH
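material = Procaspase-3 D3A mutant | probe or stimulus = Ac-DEVD-pNA | compound = single dose, 8.5 µM nominal compound, 0.8% DMSO | timing = 1 h preincubation, 2 h reaction | measured by = 405 nm absorbance of p-nitroaniline, reads at 0 and 120 min | benchmarks = DMSO-only low control, 5 µM PC-3 D3A high control | repeats = singlicate, each compound tested once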
MEP2 TOR yeast = modulators of TOR pathway MEP2-GFP in S. cerevisiae. S. cerevisiae MEP2-GFP strain, flow cytometry GFP, 3 h; 100% = DMSO control level. GFP response vs DMSO, % at 10 µM. 330,000 compounds, 0.51% hits. AID 2016;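 active = GFP response versus DMSO above a set limit, roughly screen mean plus 3 SD, cut at about 180% in these data; inconclusive = fewer than 70 cells counted for a yeast strain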;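 also: median GFP fluorescence of the barcode-gated MEP2-GFP cells per well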
procasp7 counter = counter-screen: procaspase-7 (human) activation; recombinant procaspase-7, Ac-DEVD-pNA absorbance 405 nm; D23A/D198A/D206A triple mutant, cannot self-cleave; scale: DMSO 0, 5 µM enzyme 100; P55210; activation, % at 8.5 µM; 330,000 compounds, 0.093% hits;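 active = percent activation above the screen-wide mean plus 3 SD, cut at about 25% in these data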
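Assay system – Uncleavable procaspase-7 mutant enzyme · Quantity – 2 µM procaspase-7 mutant as dispensed · Times – 1 h preincubation, 2 h reaction · Dosing – single nominal 8.5 µM compound dose, 0.8% DMSO final · Buffer or medium – Zinc-free 50 mM HEPES buffer, pH 7.4, with NaCl and Triton X-100 · Detection – Epi-absorbance of released pNA at 405 nm, two timepoints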
CIT2-GFP yeast = modulators of TOR pathway CIT2-GFP in S. cerevisiae; GFP response vs DMSO, % at 10 µM; 320,000 compounds, 0.065% hits; S. cerevisiae CIT2-GFP strain, flow cytometry, 3 h; 100 means same as DMSO wells;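 active = GFP response relative to DMSO above a set limit, near the screen mean plus 3 SD, cut at about 150% in these data; inconclusive = Fewer than 70 cells measured for a yeast strain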;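 also: ratio of well median GFP fluorescence to mean of DMSO wells on the plate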
RPL19A TOR yeast = yeast TOR pathway RPL19A-GFP modulation | S. cerevisiae RPL19A-GFP strain, flow cytometry, 3 h; active compounds read low | percent response vs DMSO, % at 10 µM | 330,000 compounds, 0.3% hits;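 active = percent response vs DMSO below 50%; inconclusive = fewer than 70 events counted for the yeast strain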;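 also: median channel GFP fluorescence of the barcoded RPL19A-GFP strain; ratio of sample median GFP to plate DMSO average so 100% = DMSO; lower means less RPL19A-GFP as with rapamycin TOR inhibition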
Numbers without * were called inactive; ? = inconclusive; . = no result given; [ ] = dose if it differs, or a comment.

SMILES	AHR activator	LAP4 TOR yeast	AGP1 TOR yeast	proCasp3 act	MEP2 TOR yeast	procasp7 counter	CIT2-GFP yeast	RPL19A TOR yeast
O=C(c1ccccc1S(=O)(=O)NCc1ccccc1)N1CCCC1	-1	99	104	0	111	3	111	100
O=C(C1CCCO1)N1CCN(c2ncccn2)CC1 (configuration not stated)	0	84	90	8	94	-3	85	94
Cc1ccc(Nc2ncc3c(n2)CC(c2ccco2)CC3=O)c(C)c1 (configuration not stated)	4	99	94	-9	97	5	93	97
Cc1noc(/C=C/c2ccco2)c1S(=O)(=O)N1CCC(C(=O)N(C)Cc2ccccc2)CC1	-4	90	94	5	94	11	90	93
Cc1ccc2c(Cl)cc(Cl)c(OCC(=O)OCC(=O)Nc3ccc(C#N)cc3)c2n1	2	99	94	6	100	-7	95	100
O=C1NCC(COCc2ccccc2)O1 (configuration not stated)	3	101	107	-4	103	-1	105	99
CSc1ccc(/C=C/C(=O)c2c(O)cc(C)oc2=O)cc1	2	110	97	-9	103	-12	99	103
CC(=O)N1CCN(c2ccc(NC(=O)c3ccc(F)cc3)cc2)CC1	.	100	96	.	114	.	105	105
O=C(NCCc1ccccc1)c1ccccc1SCC(=O)N1CCCC1	31	95[may fluoresce green]	94[may fluoresce green]	0	98[may fluoresce green]	-6	94[may fluoresce green]	93[may fluoresce green]
Cc1onc(-c2ccccc2Cl)c1C(=O)Nc1cccnc1	4	97	100	4	98	-4	108	.
OCC1(Cc2cccc(Cl)c2)CCCN(Cc2cn[nH]c2C2CCCCC2)C1 (configuration not stated)	2	99	108	1	105	8	104	112
NC1=NC(c2cccc(Cl)c2)N(CCc2ccc(F)cc2)C(N)=N1 (configuration not stated)	2	92	88	-4	99	3	95	94
O=C(Oc1ccccc1C(=S)N1CCOCC1)c1cccc([N+](=O)[O-])c1	0	98	103	-4	106	-3	100	104
O=c1c2ccccc2ncn1-c1ccc(Cl)cc1Cl	-2	109	104	13	89	-3	89	94
CCN(c1ccccc1)S(=O)(=O)c1ccc(OC)c(NC(=O)c2ccc(=O)[nH]c2)c1	3	94	99	13	97	10	97	99
CC(=O)c1ccc(OCC(=O)OC(C)C(=O)NC2CCCCC2C)cc1 (configuration not stated)	0	93	87	1	92	-1	88	90
OC(CC#CCN1CCCC1)(c1ccccc1)c1ccccc1	2	110	103	3	107	5	106	99
Cc1ccc(CC2C(=O)N(c3ncccn3)C(=O)C2C)cc1 (configuration not stated)	-1	102	99	4	114	18	100	98
Cc1ccc(NC(=O)CCNS(=O)(=O)c2ccc3[nH]c(=O)oc3c2)cc1C	3	94	100	1	103	2	95	101
CC(C)(C)NC[C@H](O)COc1cccc2c1CCCC2=O	-2	126	85	1	104	3	83	103
COc1cccc(CNc2ncc(C(=O)Nc3cc(OC)c(OC)c(OC)c3)c(C)n2)c1	2	95	100	-3	105	-13	104	104
CCOC(=O)C1CCCN(C(=O)c2cc(-c3ccc(C)cc3)nc3ccccc23)C1 (configuration not stated)	3	103	98	5	93	14	93	93
Cc1ccccc1NC(=O)COC(=O)CCc1nc2ccccc2c(=O)[nH]1	0	101	100	6	90	9	93	96
Cc1nn(C)c(C)c1S(=O)(=O)NCc1cccs1	3	97	102	-5	112	10	98	102
CC(C)[C@H](NC(=O)Nc1cccc(C(F)(F)F)c1)C(=O)O	2	97	101	6	100	1	98	97
C#CCOCCOCCOCCNc1nc(N2CCN(C(=O)[C@H](CCCCN)n3cc([C@@H](N)CC(C)C)nn3)CC2)nc(N2CCN(C(=O)[C@H](Cc3ccc(O)cc3)n3cc([C@@H](N)CC(C)C)nn3)CC2)n1	2	113	94	-4	92	-10	99	100
O=C(CN1CCCCCC1)Nc1ccc(F)c(F)c1F	1	92	100	6	97	0	100	99
O=S(=O)(c1ccccc1Cl)N1CCCC1c1nc(-c2ccc(Cl)cc2)no1 (configuration not stated)	11	103	95	7	111	-10	99	96
O=C(Nc1ccc(Cl)c(Cl)c1)N(Cc1cccnc1)Cc1ccco1	-1	103	92	-4	94	4	90	96
CCOc1ccc(S(=O)(=O)N(CC)CC)cc1NC(=O)c1ccc(N2CCCC2=O)cc1	1	98	104	3	99	-5	103	98
COc1ccccc1CNC(=O)CN1C(=O)NC(C)(c2ccc(C)cc2)C1=O (configuration not stated)	2	94	98	-4	106	0	103	106
COc1cc(C2C(C#N)=C(C)NC(C)=C2C#N)cc(OC)c1OC	-5	94	89	8	103	12	98	102
O=C(O)CCCC(=O)N1CCOCCOCCOCCOCC1	2	.	106	6	103	8	99	94
Cc1cc(C)n(-c2n[nH]c(=O)c3ccccc23)n1	3	?	?	10	?	-3	100	93
CC1(C)C(=O)Nc2ccccc2N1C(=O)COC(=O)COc1cccc(C(F)(F)F)c1	8	104	109	1	100	12	103	101
CCOC(=O)c1cccc(NC(=O)CNC(=O)C2CCCCC2)c1	1	106	101	-7	104	-4	98	107

Random excerpt: 2 records from the list.
SMILES	AHR activator	LAP4 TOR yeast	AGP1 TOR yeast	proCasp3 act	MEP2 TOR yeast	procasp7 counter	CIT2-GFP yeast	RPL19A TOR yeast
CCOC(=O)c1cccc(NC(=O)CNC(=O)C2CCCCC2)c1	1	106	101	-7	104	-4	98	107
CC(C)[C@H](NC(=O)Nc1cccc(C(F)(F)F)c1)C(=O)O	2	97	101	6	100	1	98	97

Additional results:
SMILES	AHR activator	LAP4 TOR yeast	AGP1 TOR yeast	proCasp3 act	MEP2 TOR yeast	procasp7 counter	CIT2-GFP yeast	RPL19A TOR yeast
CCOC(=O)C1(CCc2ccccc2)CCN(C(=O)c2occc2C)CC1	6	104	102	-2	101	8	.	97
Cc1sc2ncnc(OCC(=O)N3CC(=O)Nc4ccccc43)c2c1C	7	95	114	-2	106	2	100	104
CC(C)c1ccc(C(C)NC(=S)NC2CCCCC2)cc1 (configuration not stated)	.	83	96	.	99	.	88	117
COc1ccc(N(CC(=O)NCc2cccnc2)S(=O)(=O)c2c(C)nn(C)c2C)cc1	-1	109	100	-1	98	7	94	96
C=CCc1cc(/C=N/NC(=O)CSc2nnc(CCCc3ccc(OC)cc3)o2)cc(OC)c1O	17	103	102	2	101	-16	94	101
COc1ccc(-c2nc(CN3CCCC(C(=O)NC4CCCC4)C3)c(C)o2)cc1 (configuration not stated)	10	90	102	-3	103	-3	97	99
Cc1ccc(CCNC(=O)CN(c2ccc(C)cc2)S(=O)(=O)c2c(C)noc2C)cc1	6	105	108	-2	108	1	107	105
O=C(Cn1nc(-c2ccccc2)c2ccccc2c1=O)Nc1ccc(O)cc1	-1	84	80	3	116	-1	86	82
COc1cccc2sc3ccc(C#CC4(N)CCCCC4)cc3c(=O)c12	39	129	87	-2	102	0	90	103
CN(C)c1ncc(S(=O)(=O)c2ccc(Cl)cc2)c(-c2ccccc2)n1	2	105	100	-3	101	2	93	96
CC[C@@H]1CCCCc2ccccc2[C@H](C(=O)C[C@@H](O)CC(C)=O)OC1=O	0	95	98	1	97	6	85	92
COc1cc2c(cc1NC(=O)Nc1cccc(C)c1)oc1ccccc12	-5	100	98	3	99	5	91	95
Cc1ccc(C(C(=O)NC2CCCCC2)N(CCCN2CCOCC2)C(=O)c2snc(C(N)=O)c2N)cc1 (configuration not stated)	-2	74	19	-7	181*	-5	82	41*
O=C(/C=C/c1ccco1)NCc1ccc2c(c1)OCO2	1	112	104	1	97	-1	103	102
O=C(CN(Cc1ccco1)C(=O)c1cc(=O)[nH]c2ccccc12)Nc1ccccc1Br	1	96	92	0	93	14	97	92
CCC(C)Nc1nc(N)c([N+](=O)[O-])c(NC2CCCCC2)n1 (configuration not stated)	2	.	112	10	109	-4	115	106
CCOC(=O)Cn1c(=O)oc2cc(S(=O)(=O)NC3CCCCC3)ccc21	5	105	106	5	94	5	110	100
OC(COCC1COc2ccccc2O1)CN1CCN(c2ccccc2F)CC1 (configuration not stated)	8	97	100	-4	95	-10	98	97
CC(=O)N(CCc1ccccc1C)Cc1cc2cc(C)ccc2[nH]c1=O	.	97	94	.	107	.	102	106
COc1ccc(S(=O)(=O)Nc2cccc3c2O[C@H](CN(C)C(=O)Nc2ccccc2)[C@@H](C)CN([C@H](C)CO)C3=O)cc1	-2	112	111	9	105	9	93	105
Cc1cc(C)n(C(=O)CCCCCCCCC(=O)n2nc(C)cc2C)n1	0	98	103	1	97	1	88	101
Cc1ccc(CC(=O)Nc2ccc(S(=O)(=O)Nc3nccc(C)n3)cc2)cc1	1	88	99	2	105	-7	117	101
COc1ccc(NC(=O)C(=O)NCC(c2ccco2)N2CCc3ccccc3C2)cc1 (configuration not stated)	9	106	116	0	102	3	106	103
CCOc1cc(C(=O)NCCCn2ccnc2)cc(OCC)c1OCC	50*	92	101	0	103	7	101	102
N/C(=N\OC(=O)C1CC1)c1ccc([N+](=O)[O-])s1	0	110	110	5	116	8	111	101
O=C(CNS(=O)(=O)c1ccc(F)cc1)N1CCCC1	-1	104	108	2	101	1	102	99
Cc1cc(C)nc(NS(=O)(=O)c2ccc(NC(=O)CSc3ncn[nH]3)cc2)n1	2	106	104	5	113	9	104	103
Cc1ccccc1OCC(=O)N/N=C/c1ccccn1	81*	105	109	-3	117	-9	103	114
COc1ccc(CCN(C)CC(=O)Nc2cc(C)nc3ccccc23)cc1OC	2	93	101	-1	94	-6	92	98
COc1ccc(N(C(=O)c2snc(C(N)=O)c2N)C(C(=O)NC2CCCCC2)c2ccc(F)cc2)c(OC)c1 (configuration not stated)	-1	93	91	2	113	-3	103	108
Cc1cccc(C(=O)NCC(=O)N2CCN(c3ccccn3)CC2)c1	1	99	102	3	103	4	107	102
Cc1ccc(C(=O)Nc2ccccc2-c2ccccc2)cc1S(=O)(=O)Nc1ccccc1	2	94	98	0	94	9	91	94
CCOC(=O)NCC(C#CCN(CC)CC)N(CC)CC (configuration not stated)	7	96	97	-6	99	-6	103	96
Cc1cccc(S(=O)(=O)c2c(N)n(/N=C/c3ccccc3)c3nc4ccccc4nc23)c1	-2	99	100	7	98	16	108	98
COc1ccc(C(O)P(=O)(OC(C)C)OC(C)C)cc1OC (configuration not stated)	2	106	100	-2	100	14	95	95
O=C1CC(N2CCN(c3ccc(O)cc3)CC2)C(=O)N1Cc1cccs1 (configuration not stated)	-1	100	95	-29	103	-29	120	96
CC(C)(C)c1cc(-c2ccco2)c(C#N)c(SCC#N)n1	-4	95	98	-7	104	-4	100	100
O=C(c1ccc(-n2cnnn2)cc1)N1CCCCC1	4	106	100	3	106	-3	91	100
Cc1ccc(S(=O)(=O)NC2CCCC(C(=O)O)C2)cc1 (configuration not stated)	-1	99	108	-4	111	-6	101	103

Among those listed so far, 3 contain a cyano group:
SMILES	AHR activator	LAP4 TOR yeast	AGP1 TOR yeast	proCasp3 act	MEP2 TOR yeast	procasp7 counter	CIT2-GFP yeast	RPL19A TOR yeast
Cc1ccc2c(Cl)cc(Cl)c(OCC(=O)OCC(=O)Nc3ccc(C#N)cc3)c2n1	2	99	94	6	100	-7	95	100
COc1cc(C2C(C#N)=C(C)NC(C)=C2C#N)cc(OC)c1OC	-5	94	89	8	103	12	98	102
CC(C)(C)c1cc(-c2ccco2)c(C#N)c(SCC#N)n1	-4	95	98	-7	104	-4	100	100
